High-throughput results (PubChem BioAssay)
HTT ATP protect = protects HTT-Q103 PC12 cells, measured by ATP | PC12 HTT-Q103 induced, cytoprotection, ATP luminescence, 40 h | Potency, µM (doses to about 56.4 µM), for inactives: cytoprotection (ATP increase), actives largely listed as activators | hit rate 0.14% among 230,000;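 also: % of control where 0% means no effect; nearly all actives have a fitted effect of over 45% in size; toxic huntingtin expression switched on by the ecdysone agonist tebufenozide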
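Compounds added alongside 100 nM tebufenozide, which induces toxic Q103 huntingtin exon 1-GFP in stable PC12 cells; surviving cells quantified by luminescent ATP measurement. Medium: phenol red-free DMEM, 5% equine and 5% calf serum.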
HTT aggregate = mutant huntingtin aggregation inhibition; Potency, µM (doses to about 46.1 µM), without a hit: at the top dose activity change, negative = inhibition, actives largely listed as inhibitors; hit rate 1.1% among 220,000; PC12 HttQ103-GFP aggregates, Acumen cytometry, 40 h; also: % is scaled to controls: 0 for no effect and ±100 for the full control effect; nearly all actives have a fitted effect of over 60% in size
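Aggregates are detected as GFP objects 1–25 µm with signal 6 STDEV over background in lysates of induced PC12 cells. These carry Huntingtin exon 1 with 103 glutamines fused to GFP under an ecdysone promoter; compounds titrated.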
IMPase Li inh = cell-permeable IMPase inhibitors with lithium potentiation; CHO-M1 cells, IP1 TR-FRET (IP-One), carbachol + lithium; hit rate 0.35% among 210,000; Potency, µM (top dose mostly 59.4 µM), for inactives: top-dose activity, negative = IMPase inhibition, most hits filed as inhibitors; AID 1457;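 also: IP1 builds up when IMPase is blocked and the TR-FRET signal falls; plate controls were basal vehicle for no effect and high inhibitor control for full effect; nearly all actives have a fitted effect of over 50% in size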
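Test compounds were applied to CHO-M1 cells previously cultured for 16–30 h at 2000 per well. A small lithium amount accompanied them; after 30 min at 37C, IP1 was quantified by TR-FRET.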
GAA spleen mod = lysosomal alpha-glucosidase (human) modulation. P10253. human spleen homogenate, 4-MU-alpha-glucoside fluorescence. Potency, µM (series often up to 79.9 µM), without a hit: at the top dose activity change, negative = inhibition, actives largely listed as inhibitors. hit rate 0.006% among 240,000;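 also: 0% = enzyme with vehicle and -100% = no enzyme basal signal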
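AC50 values come from Hill-equation fits of concentration-response data, normalized to no-enzyme and full-activity controls. Enzyme source: 1 ug human spleen homogenate; 1 mM fluorogenic 4-MU glucoside, pH 5.0 citrate buffer, 37 C, 40 min.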
GAA inhib = blocks human lysosomal alpha-glucosidase; Potency, µM (series often up to 76.9 µM), without a hit: top-dose activity change, negative = inhibition, actives largely listed as inhibitors; purified human GAA, 4-MU-alpha-glucoside fluorescence; hit rate 0.005% among 200,000; P10253; AID 1466;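 also: plate controls were uninhibited enzyme wells for no effect and no-enzyme background for full effect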
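Fluorescence at Ex 365/Em 440 nm from 4-methylumbelliferone reported enzyme activity after 20 min at room temperature. Reactions used 4 nM enzyme and 400 uM substrate at pH 5.0; curves fitted with the Hill equation.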
GoLoco inh red = blocks human Gai1 binding to RGS12 GoLoco peptide, red readout; hit rate 0.44% among 230,000; AID 880; Potency, µM (highest dose often 61.6 µM), for inactives: at the highest dose activity, negative = inhibition, most hits filed as inhibitors; Gai1:RGS12 GoLoco peptide FP, rhodamine, 10 min; active = well fitted inhibition curve with a large enough effect, not every such curve was filed as active; inactive = no such curve, though single readings can be large or run the other way; also: % is scaled to controls: 0 for no effect and ±100 for the full control effect; nearly all actives have a fitted effect of over 30% in size; many of its hits are not listed in these tables
Target sequence (P63096 whole entry, looked up): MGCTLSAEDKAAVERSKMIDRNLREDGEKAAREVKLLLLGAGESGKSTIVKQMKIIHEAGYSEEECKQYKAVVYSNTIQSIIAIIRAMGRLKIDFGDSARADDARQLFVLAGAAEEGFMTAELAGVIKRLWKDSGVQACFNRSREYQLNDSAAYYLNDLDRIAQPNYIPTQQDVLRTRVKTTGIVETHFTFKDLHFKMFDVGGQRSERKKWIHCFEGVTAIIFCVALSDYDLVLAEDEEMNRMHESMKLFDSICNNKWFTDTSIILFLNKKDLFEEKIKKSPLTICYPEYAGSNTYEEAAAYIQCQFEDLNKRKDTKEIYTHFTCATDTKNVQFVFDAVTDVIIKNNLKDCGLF
GAA glycogen = GAA glycogen-cleavage inhibition or activation; P10253; recombinant GAA, glycogen substrate, Amplex Red glucose oxidase fluorescence; Potency, µM (series often up to 76.4 µM), inactives show at the highest dose activity change, negative = inhibition, actives largely listed as inhibitors; hit rate 0.38% among 300,000;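 also: 0% = full enzyme reaction and -100% = no-enzyme basal signal; the screen sought inhibitors and activators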
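qHTS, 1536-well; enzyme 4 nM final; cpd up to 77 uM; substrate bovine liver glycogen 30 ug; 50 mM citrate/phosphate pH 5.0, 0.01% Tween-20; 37 C, 40 min; Amplex Red detection 45 min RT; Hill fit → AC50.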
Active calls of the source: *; ? = inconclusive; . = not tested or not shown; [ ] = dose if it differs, or a comment. Unless noted, calls follow the shape of the dose curve; as a rule, active = well fitted curve in the direction sought with a large enough effect; inconclusive = small, poorly fitted or top-dose-only effect, or another doubt; inactive = no such curve, though single readings can be large; an effect the other way counts as inactive or inconclusive. Potency is read from the fitted curve at half-maximal effect.

SMILES	HTT ATP protect	HTT aggregate	IMPase Li inh	GAA spleen mod	GAA inhib	GoLoco inh red	GAA glycogen
CC(C)=CCc1c(O)c(CC=C(C)C)c2c(c1O)C(=O)CC(c1ccc(O)cc1)O2 (configuration not stated)	2.1%[10 µM]	-8.3%[9.22 µM]	7.8%	-2.5%	.	6.9%	-13.3%
NC1=C(c2ccc(F)cc2)C(=O)CS1	6.1%	?	16.9%[38.3 µM]	0.6%	-8.8%	33.0%[activator]	-4.1%
OC(CCN1CCOCC1)(c1ccc(Cl)cc1)C1CCCCC1 (configuration not stated)	4.9%[10 µM]	-8.4%	37.6%[activator][38.3 µM]	1.0%	-12.5%	-2.5%	-1.3%
O=C(CCN1C(=O)c2ccccc2C1=O)Nc1ccc(-c2cn3ccsc3n2)cc1	-40.3%[inhibitor][10 µM]	-2.2%	0.6%[38.3 µM]	4.0%	1.5%	7.3%	2.5%
CCC(=O)N1CCN(c2ccnc3cc(Cl)ccc23)CC1	8.0%[10 µM]	5.8%[9.22 µM]	.	2.6%	.	8.0%	-3.8%
O=C(CNc1ccccc1)N/N=C/c1ccc2c(c1)OCCO2	-22.7%[1.9 µM]	1.3%	9.2%	-9.6%	-2.7%	21.6%	-4.4%
Cc1nn(-c2ccccc2Cl)c(Cl)c1/C=C(\C#N)C(N)=O	-13.3%[10 µM]	18.6%	5.1%	-2.7%	-0.5%	12.6%	4.4%
Cc1ccc2c(Cl)c(C(=O)N/N=C/c3cccn3C)sc2c1	-12.3%[10 µM]	-14.9%	4.3%	2.6%	1.9%	11.5%	-8.5%
O=C(COC(=O)CNC(=O)c1ccc(Cl)cc1)Nc1cccc(S(=O)(=O)N2CCCC2)c1	3.1%[10 µM]	11.1%[9.22 µM]	.	2.3%	.	9.1%	-0.2%
COC(=O)c1ccc(NC(=O)C(=O)N2CCN(C(=S)Nc3cccc(OC)c3)CC2)cc1	38.9%[10 µM]	-17.7%	-1.0%	-15.9%	-5.0%	6.0%	-19.8%
COC(=O)C1=C(C)N(c2cc(C)cc(C)c2)/C(=C/c2ccc(O)cc2)C1=O	20.8%	-27.8%	-6.0%	3.3%	-12.4%	2.2%	-8.9%
C(=N\n1cncn1)/c1ccc(N2CCOCC2)cc1	-33.9%	2.3%	-4.2%[38.3 µM]	1.8%	-2.3%	5.5%	2.8%
Cc1sc(NC(=O)c2ccccc2)c(C(=O)c2ccccc2)c1C	2.1%[10 µM]	0.2%	1.5%	-4.4%	1.0%	-8.0%	-0.5%
COCC(=O)N1CCC2(CC1)CN(Cc1ccc(C#N)cc1)C2	-10.0%	.	15.7%	5.3%	.	0.8%	.
CCCCn1nc2cc(C(=O)NCC3CC3)ccc2c1OCC	-22.1%	-21.4%	-15.2%[38.3 µM]	-8.3%	2.0%	8.4%	5.4%
CCC1=C2CC[C@H]3C(=O)N(CC(=O)OC)C(=O)[C@H]3[C@H]2[C@@]2(C)C(=NCCc3c[nH]c4ccccc34)OC(=O)N2C1=O	-36.5%[inhibitor]	.	-19.3%	-9.9%	.	1.5%	.
O=C(Cc1cccs1)NCc1cccs1	-1.4%[0.074 µM]	-5.2%	8.7%[38.3 µM]	-16.6%	11.2%	4.5%	2.3%
CCOC(=O)c1cccc(NC(=O)CSc2nc3cccnc3n2C)c1	-9.6%[10 µM]	-4.7%	28.2%[38.3 µM]	-6.2%	2.7%	2.7%	-6.9%
CCN1c2ccccc2-c2nc3ccccc3n2C1c1cccs1 (configuration not stated)	14.3%[10 µM]	?	-0.6%	?	?	0.7%	-16.4%
CN(C)CC1CCCCC1OC(=O)c1ccc(Cl)cc1Cl (configuration not stated)	27.7%[1.9 µM]	0.3%	-0.8%	-7.7%	-1.8%	-9.1%	11.9%
CC(=O)c1cccc(NC(=O)C(NC(C)C)c2ccccc2)c1 (configuration not stated)	-30.5%[inhibitor]	6.8%	5.3%	3.0%	0.3%	0.9%	5.3%
CCOC(=O)C1CCN(S(=O)(=O)c2cccc(-c3cn4cc(C)ccc4n3)c2)CC1	-61.0%[inhibitor]	3.4%	10.0%[38.3 µM]	-11.1%	-14.9%	14.5%	3.4%
CCN(CC)c1ccc(C=Nc2cc(C)cc(C)c2)c(O)c1	.	7.6%	-3.9%	2.0%	-1.8%	-12.0%	-1.3%
Cc1cc(C)nc(N2CCN(c3nc(C)cc(C)n3)CC2)n1	-15.0%	-27.1%	?	2.4%	?	7.2%	5.1%
CCOCCCNc1nc2c(c(=O)n(C)c(=O)n2C)n1CCCc1ccccc1	15.7%	1.5%	2.4%[38.3 µM]	-6.8%	0.7%	3.4%	-1.8%

In the list so far, these have a thiophene ring, fused or not:
SMILES	HTT ATP protect	HTT aggregate	IMPase Li inh	GAA spleen mod	GAA inhib	GoLoco inh red	GAA glycogen
Cc1ccc2c(Cl)c(C(=O)N/N=C/c3cccn3C)sc2c1	-12.3%[10 µM]	-14.9%	4.3%	2.6%	1.9%	11.5%	-8.5%
Cc1sc(NC(=O)c2ccccc2)c(C(=O)c2ccccc2)c1C	2.1%[10 µM]	0.2%	1.5%	-4.4%	1.0%	-8.0%	-0.5%
O=C(Cc1cccs1)NCc1cccs1	-1.4%[0.074 µM]	-5.2%	8.7%[38.3 µM]	-16.6%	11.2%	4.5%	2.3%
CCN1c2ccccc2-c2nc3ccccc3n2C1c1cccs1 (configuration not stated)	14.3%[10 µM]	?	-0.6%	?	?	0.7%	-16.4%

The list goes on.
SMILES	HTT ATP protect	HTT aggregate	IMPase Li inh	GAA spleen mod	GAA inhib	GoLoco inh red	GAA glycogen
CN(C)C(=S)Nc1cccc(C(F)(F)F)c1	-0.9%[10 µM]	16.7%[9.22 µM]	.	1.7%	.	161.5%[activator]	-2.2%
CNC(=O)COc1ccccc1C(=O)Nc1ccc2c(c1)oc1ccccc12	-19.8%	3.9%	1.7%[38.3 µM]	-3.0%	-2.8%	-10.9%	-12.1%
COC(=O)c1cc2sccc2n1CC(=O)Nc1cc(OC)cc(OC)c1	-11.3%	12.5%	2.2%[38.3 µM]	-12.4%	0.7%	28.8%	8.5%
Cc1c(C(=O)N2CCCC2)oc2c1-c1[nH]ncc1CC2	-7.5%	-8.6%	-4.1%	-1.8%	-0.2%	0.0%	-18.7%
CCOC(=O)c1c(N)sc2c(NC(C)=O)cccc12	-21.8%[0.074 µM]	1.9%	-4.1%[38.3 µM]	-6.9%	0.7%	5.5%	-22.2%
C=CCN(CC=C)Cc1nc(N)nc(Nc2ccccc2C)n1	-27.4%	12.8%	9.1%	-0.2%	8.9%	9.3%	4.7%
O=C(CC12CC3CC(CC(C3)C1)C2)Nc1ccccc1N1CCOCC1	-36.3%[inhibitor]	0.3%	?	.	-4.0%	4.2%	2.7%
O=C1NC(=S)N/C1=C/c1cccnc1	-13.0%[10 µM]	-30.5%[9.22 µM]	.	-2.6%	.	3.4%	4.4%
CC1(C)C2CCC1(C)C(OC(=O)CC(=O)O)C2 (configuration not stated)	-8.1%	11.4%	-2.7%[38.3 µM]	-8.4%	-5.0%	7.0%	7.3%
CCc1ccccc1NC(=O)Nc1cccs1	-2.5%	0.8%	5.4%	1.3%	-2.7%	6.5%	?
Cc1ccccc1-c1nc(CS(=O)(=O)CC(=O)NCCCN2CCCC2=O)c(C)o1	-0.1%	-8.8%	4.9%	-5.6%	9.2%	1.3%	1.3%
O=C(CCC(=O)Nc1ccccc1)N/N=C/C=C/c1ccccc1	13.6%[10 µM]	-7.3%	2.8%	-5.4%	2.8%	11.7%	5.6%
O=S(=O)(Nc1ccccn1)c1ccc(C(F)(F)F)cc1Cl	4.2%[10 µM]	-14.8%[9.22 µM]	.	-0.8%	2.3%	7.5%	5.3%
N/C(=N\OC(=O)COc1ccc(Br)cc1)c1cccc([N+](=O)[O-])c1	8.1%[10 µM]	-19.7%[9.22 µM]	.	0.0%	.	-3.7%	-3.1%
CSc1ccc(NC(=O)c2cccnc2)cc1C#N	.	0.9%	5.5%	-7.0%	-17.6%	5.1%	9.8%
CCOc1cc(/C=N/O)ccc1OCc1ccccc1F	42.5%[0.074 µM]	14.6%	8.4%	-9.2%	-9.7%	7.9%	10.4%
COc1ccc([N+](=O)[O-])cc1C1NN=C(c2cccc3ccccc23)S1 (configuration not stated)	12.4%	3.8%[9.22 µM]	-1.6%[38.3 µM]	-2.0%	-4.5%	4.7%	-7.6%
CC(C)=CC(=O)OCC(=O)Nc1ccc(SC(F)F)cc1	-3.9%[10 µM]	-1.6%	12.3%	9.9%	0.6%	-2.9%	-27.7%
C/C(=N/NC(=O)Nc1ccccc1)c1ccc(C)cc1	27.9%[10 µM]	-17.2%	-1.1%	6.6%	-8.0%	5.8%	1.6%
CC(CCC(=O)O)C1CCC2C3CC[C@H]4CC(O)CC[C@@]4(C)C3CC(O)[C@]12C (some centres not stated)	.	.	15.9%	12.9%	.	-10.4%	.
COc1cccc(N2CCN(Cc3nc4scc(-c5ccccc5)c4c(=O)[nH]3)CC2)c1	11.3%[10 µM]	2.0%	-5.9%	-16.5%	-2.8%	20.1%	-8.1%
CCOC(=O)C1Cc2c([nH]c3ccccc23)CN1 (configuration not stated)	-7.8%	20.7%	-3.5%[38.3 µM]	-3.6%	3.0%	8.5%	-4.9%
O=C1CC(c2ccccc2Oc2cccc(Cl)c2)C(n2cncn2)C(=O)C1C1NCCc2ccccc21 (configuration not stated)	-1.8%[10 µM]	-11.9%[9.22 µM]	.	8.4%	.	47.3%[activator]	-2.5%
O=CN1CCN(C(=O)COc2ccc(Cl)cc2Br)CC1	.	1.0%	-1.4%	-4.7%	-7.3%	-0.6%	8.0%
COC(=O)c1ccc2c(=O)n(CC3CCCO3)c(SCC(=O)NCCc3ccc(S(N)(=O)=O)cc3)nc2c1 (configuration not stated)	-35.9%[inhibitor]	5.7%	0.9%	-6.0%	-13.6%	-7.1%	5.3%

Entries of single compounds, quoted from the list. Values in the order: HTT ATP protect	HTT aggregate	IMPase Li inh	GAA spleen mod	GAA inhib	GoLoco inh red	GAA glycogen
`Cc1c(C(=O)N2CCCC2)oc2c1-c1[nH]ncc1CC2` as listed: -7.5%	-8.6%	-4.1%	-1.8%	-0.2%	0.0%	-18.7%
`CCOC(=O)c1cccc(NC(=O)CSc2nc3cccnc3n2C)c1` as listed: -9.6%[10 µM]	-4.7%	28.2%[38.3 µM]	-6.2%	2.7%	2.7%	-6.9%

The list is partial; count on the stated rates, not on these rows.
